Bioassay records: PubChem BioAssay, several laboratories
Tat export inh: blocks Tat-dependent protein export in E. coli | E. coli MC4100 TorA-mCherry Tat export, fluorescence | inhibition, % at 10 µM | actives 0.036% (n = 340,000) | AID 488895;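 active = mean replicate inhibition at least 50% and at least half of replicates individually reaching 50%; inconclusive = only one of the two criteria met; inactive = neither criterion met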;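 also: exported cargo escapes ClpAP degradation while cytoplasmic cargo is degraded and loses fluorescence; 0% = median of neutral control wells and 100% = median of NaSCN control wells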
Ecoli viability: reduces bacterial viability in AddAB counter-screen; E. coli V3065 growth, OD600 absorbance, 18 h; inhibition, % at 11.9 µM; actives 0.27% (n = 330,000);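 active = inhibition above the campaign's mean inhibition across all tested compounds plus 3 SD, cut at about 9.9% in these data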;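 also: uninfected addAB+ strain grown without phage in ampicillin broth; 0% = DMSO wells and 100% = ciprofloxacin 0.95 µg/ml wells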
CAL PDZ FP: inhibitors of human CAL PDZ peptide binding. Q9HD26. purified CAL PDZ, TMR-peptide fluorescence polarization, 1 h. inhibition, % at 20 µM. actives 0.02% (n = 330,000). AID 504414;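 active = highest replicate inhibition of at least 40%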;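 also: plate controls were DMSO neutral control wells for no effect and unlabeled competitor peptide control wells for full effect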
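Material: tagged CAL PDZ domain; buffer or medium: 25 mM sodium phosphate pH 7.4, 150 mM NaCl, TCEP, IgG, Thesit; compound dosing: single point, 20 µM; schedule: 1 h incubation at room temperature before polarization reading; measured by: FP readout, S and P plane fluorescence; read-out basis: percent inhibition from loss of millipolarization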
Rtt109 Vps75: blocks Candida albicans Rtt109/Vps75 acetyltransferase activity; purified Rtt109/Vps75, ThioGlo CoA-SH fluorescence, 4 h; inhibition, % at 34.9 µM; actives 0.16% (n = 330,000); AID 540336;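 active = inhibition of at least 50% in every replicate; inconclusive = best replicate reaches 50% inhibition but some replicates fall short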
Target sequence (Q5AAJ8 whole entry, looked up): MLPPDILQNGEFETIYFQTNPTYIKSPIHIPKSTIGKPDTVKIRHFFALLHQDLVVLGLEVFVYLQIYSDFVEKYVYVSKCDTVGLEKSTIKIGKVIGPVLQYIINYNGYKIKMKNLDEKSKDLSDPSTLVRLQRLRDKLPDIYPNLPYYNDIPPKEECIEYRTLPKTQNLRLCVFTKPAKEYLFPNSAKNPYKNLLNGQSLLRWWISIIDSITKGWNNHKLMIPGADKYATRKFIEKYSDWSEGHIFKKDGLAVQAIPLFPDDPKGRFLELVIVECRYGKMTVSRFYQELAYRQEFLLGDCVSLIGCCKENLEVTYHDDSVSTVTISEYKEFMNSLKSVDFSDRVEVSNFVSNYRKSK
AddAB inh: less growth of phage-infected E. coli with AddAB; E. coli expressing H. pylori AddAB, absorbance growth; inhibition, % at 11.9 µM; actives 0.29% (n = 330,000); AID 435030; in the data active = inhibition above about 12%;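 also: 0% = vehicle wells of infected cells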
DAGLB inhibitor: diacylglycerol lipase beta (human) inhibition; actives 0.059% (n = 340,000); inhibition, % at 5.17 µM; HEK293T DAGLB membrane lysate, EnzChek fluorogenic substrate; AID 504411; in the data active = inhibition above about 34%;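 also: 0% = enzyme with vehicle and 100% = wells lacking enzyme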
Wnt bcat act: activators of Wnt/beta-catenin signaling; AID 743398; actives 1.2% (n = 300,000); Wnt/beta-catenin reporter cell assay, activator, plate reader; activation, % at 9.35 µM; in the data active = activation above about 30%, passing the limit was not always enough; inconclusive = no clear call, values can overlap the other calls;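 also: 0% = neutral control wells and 100% = positive control wells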
PfHsp90 yeast 2: growth inhibition of yeast expressing Plasmodium Hsp90 | S. cerevisiae expressing PfHsp90, BacTiter-Glo ATP, 48 h; yeast lacking PDR1 and PDR3 efflux regulators | AID 504621 | actives 0.32% (n = 310,000) | inhibition, % at 9.4 µM;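 active = every replicate shows inhibition above about 80%, whatever the replicate mean, limit read from the data; inconclusive = mean inhibition reaches the set limit but some replicate falls short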;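 also: 0% = DMSO neutral controls and 100% = 20 µM radicicol positive controls; yeast relying on Plasmodium falciparum Hsp90 in place of its own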
PvdQ inh: P. aeruginosa PvdQ acylase inhibition; inhibition, % at 10 µM; actives 0.063% (n = 340,000); purified PvdQ acylase, fluorescence plate reader; AID 488965; in the data active = inhibition above about 30%, passing the limit was not always enough; inconclusive = no clear call, values can overlap the other calls;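 also: 0% = vehicle neutral wells and 100% = reference inhibitor wells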
phage Ecoli inh: E. coli growth loss with phage present | actives 0.26% (n = 360,000) | growth absorbance | inhibition, % at 11.9 µM | AID 651602; in the data active = inhibition above about 11%
* = called active by the depositor; ? = inconclusive; nt = no result given.

Structure	Tat export inh	Ecoli viability	CAL PDZ FP	Rtt109 Vps75	AddAB inh	DAGLB inhibitor	Wnt bcat act	PfHsp90 yeast 2	PvdQ inh	phage Ecoli inh
Cc1ncc(CN2CCN(Cc3ccc(F)cc3)C(CCO)C2)s1 (configuration not stated)	-2	2.8	-0.5	14	2.6	-3	4	3	39*	4.1
Cc1ccc(C(=O)NNC(=O)C2CCN(Cc3ccccc3)CC2)cc1	1	-2.1	1.6	10	0.1	-2	nt	nt	-6	2.5
O=C(Nc1cccc([N+](=O)[O-])c1)NN1CCCCCC1	9	nt	-0.7	1	nt	1	-2	26	-7	1.0
CNC(=O)c1c(I)c(C(=O)NCC(=O)Nc2c(I)c(C(=O)O)c(I)c(C(=O)NCCO)c2I)c(I)c(N(C)C(C)=O)c1I	3	-2.7	-0.3	9	-4.1	0	nt	-12	5	nt
CCOc1ncccc1C(=O)OCc1csc(CC(=O)Nc2ccccc2C)n1	16	-1.2	0.3	2	-0.8	0	-2	nt	-10	2.3
CCCCn1c(N)c(N(CCOC)C(=O)c2cccc(OCc3ccccc3)c2)c(=O)[nH]c1=O	-3	-1.0	-0.5	8	1.8	0	-2	21	-7	3.7
O=C(O)/C=C/C(=O)N1N=C(c2ccco2)CC1c1ccco1 (configuration not stated)	4	-3.3	-0.6	7	-0.2	3	3	7	-18	-0.2
COc1ccc(CCNC(=O)C2CCN(C(=O)c3ccc([N+](=O)[O-])cc3)CC2)cc1	-2	-1.2	0.5	-9	-0.7	0	-2	31	-16	4.7
COc1ccc(CC(=O)OC(C)C(=O)Nc2ccc(S(N)(=O)=O)cc2)cc1 (configuration not stated)	-3	1.1	-1.0	-6	-1.4	1	-3	15	-15	1.2
O=C(Nc1ccccc1)c1cc([N+](=O)[O-])ccc1NC1CCCCC1	2	-2.7	0.5	2	-0.7	-6	0	-15	-7	2.5
COC(=O)c1ccccc1NC(=S)NC(=O)C1CCCCC1	-1	-0.3	0.1	8	1.3	-4	nt	-4	24	2.8
Cc1cccc(NC(=S)N=Nc2c(O)n(C)c3ccc(S(=O)(=O)N4CCOCC4)cc23)c1	-2	-2.1	0.4	-2	-2.2	4	-11	-14	-7	2.5
CC(C)n1c(CN2CCN(C(=O)c3ccco3)CC2)nc2c1c(=O)n(C)c(=O)n2C	-12	2.6	-2.3	-8	-2.0	-4	2	-8	-7	2.5
COCCn1c(=O)[nH]c2cc(C(=O)OC)ccc2c1=O	3	-0.6	0.8	-11	0.1	-2	nt	-150	-14	2.2
COc1cc(OC)cc(C(=O)Nc2ccc3c(c2)OCCO3)c1	-3	-1.5	-4.2	6	0.7	-4	14	20	-19	-2.1
CCOc1ccc(CNS(=O)(=O)c2c(C(=O)N3CCCC3)c(C)n(C)c2C)cc1OC	-1	1.0	-2.2	15	2.2	0	-2	5	7	3.2
OC[C@@H]1[C@@H](c2ccccc2)C(c2cccc(Cl)c2)=NN1c1ccccc1	-4	2.9	-0.1	0	2.3	-2	-2	2	-27	-1.8
CC1CCN(C2=NC(=O)/C(=C/c3cn(-c4ccccc4)nc3-c3cccc(S(=O)(=O)N(C)C)c3)S2)CC1	-5	0.2	-0.4	6	2.7	0	-1	-7	-4	2.1
CCN(CC)S(=O)(=O)c1ccc2[nH]c(=O)cc(C(=O)Nc3cccc(C(C)=O)c3)c2c1	-1	1.1	-2.6	2	2.0	3	-3	-1	-7	1.6
CCOc1cccc2sc(N(CCCN(C)C)C(=O)c3ccc(S(=O)(=O)N4CCCCCC4)cc3)nc12	?	-1.0	-1.7	27	-2.7	1	-4	25	-9	0.6
COc1cccc(NC(=O)c2ccccc2NS(C)(=O)=O)c1	-6	0.8	-0.4	-17	2.8	0	-5	-1	-6	2.1
COc1ccc([C@H]2CC(=O)C=C(c3ccc4c5c(cccc35)CC4)C2)cc1	17	-0.7	2.0	5	1.3	-11	3	7	-12	4.0
CC(=O)Nc1ccc(/C=N/NC(=S)NC(C)C)cc1	4	-0.1	-0.1	0	2.2	2	0	nt	2	-4.6
CCOc1ccc(/C=N/NC(=O)c2nnn(-c3nonc3N)c2CN(C)C2CCCCC2)cc1	7	-1.6	0.2	-1	3.1	0	-2	4	-12	0.7
Cc1[nH]c2ccccc2c1C(=O)CSc1n[nH]c(N)n1	2	3.0	-3.1	-2	3.7	2	0	-23	-5	0.5
Cn1c(=O)c2c(nc3n2CC(COc2ccccc2)O3)n(C)c1=O (configuration not stated)	-6	nt	0.8	0	nt	4	-4	-13	-13	-0.2
Cc1ccc(C)c(NS(=O)(=O)c2ccc(OCC(=O)N3CCCC3)cc2)c1	2	0.1	0.1	0	0.3	-2	-2	-2	5	1.9
COCCC(=O)NNS(=O)(=O)c1ccc(Cl)cc1	-5	0.3	-0.8	0	0.5	1	0	-2	-16	1.4
CC1(C)CC2CC(C)(CN2C(=O)COC(=O)c2cccc([N+](=O)[O-])c2)C1 (configuration not stated)	7	0.5	0.1	-8	-0.5	-3	-7	-53	-15	4.4
Cc1ccc2c(c1)CCCN2C(=O)c1cccs1	13	0.8	-1.6	-7	2.5	-2	nt	25	-17	1.5
COCCOc1cc(NC(=O)c2cccc(OC)c2)c(Cl)cc1Cl	-4	1.6	-3.1	8	2.1	-12	-3	13	0	4.2
CCOC(=O)Cc1nnc(NC(=O)c2ccccc2OCC)s1	-2	1.6	0.0	-3	4.1	-4	nt	27	-21	1.4
CC(=C/c1ccco1)/C=N/NC(=O)c1nnn(-c2nonc2N)c1CN(C)C	-2	0.9	-0.3	-2	4.0	1	1	-7	-4	6.0
Nc1nnc(SCc2cc3c(cc2Cl)OCO3)s1	3	2.1	-1.5	-7	2.4	-2	9	nt	-1	2.8
Cn1nc(C(C)(C)C)c([N+](=O)[O-])c1C(=O)NCCO	3	-2.3	-0.4	0	-1.3	-1	-1	0	-16	2.7
CSc1cc(-c2ccccc2)[nH]c(=O)c1C#N	-1	1.8	-1.2	0	-0.1	2	-4	-49	-14	1.9
COCCn1c(-c2ccc(SC)cc2)nc2c1c(=O)[nH]c(=O)n2CC(C)C	-2	0.8	-0.3	6	3.5	-2	-14	-130	-21	-3.3
COc1ccc(C(NC(=O)c2cc(OC)ccc2OC)c2ccccc2)cc1 (configuration not stated)	2	2.5	-0.8	-4	4.8	-3	-2	-27	-7	1.5
Cc1cccn2c(CN(C)CC3CCCCO3)c(C(=O)N3CCCCC3)nc12 (configuration not stated)	-2	-0.2	-0.7	5	-1.4	-2	4	-1	-1	-1.5
O=C(NNc1ccccn1)C(c1ccccc1)c1ccccc1	4	0.0	-3.6	nt	1.5	-2	-5	-12	20	3.9
O=C(O)c1cnc(-c2ccccc2)nc1Sc1cccc(Cl)c1	13	-0.1	-3.1	8	4.0	9	5	nt	-6	1.7
CCn1cc(C(=O)OCC(=O)Nc2ccc(S(=O)(=O)N3CCCC3)cc2)c(=O)c2ccc(C)nc21	-3	-1.6	-0.3	0	0.0	2	-1	-33	-2	1.9
COc1cc(/C=N/NC(=O)c2ccc(N(C)S(=O)(=O)c3ccccc3)cc2)cc(OC)c1OC	-6	-0.4	-3.8	-3	3.5	-4	nt	6	-6	3.5
COc1ccc(-n2ncc3c2CC(C)(C)CC3NC(=O)CCc2c(C)noc2C)cc1 (configuration not stated)	6	0.3	-0.9	-3	3.3	-1	0	-24	-7	0.2
O=C(/C=C/c1ccccc1Cl)OCC(=O)N1CCCC1	14	0.5	-0.7	-1	0.5	3	6	nt	-8	-0.7
O=C(NCc1cccnc1)c1nnc(Cc2ccc(F)cc2)o1	-2	-2.1	-1.3	-7	-0.1	0	-4	-8	-8	2.8
CCCCCCOc1ccc(NC(=O)CC2C(=O)N(CC)C(=S)N2Cc2ccco2)cc1 (configuration not stated)	2	2.1	-1.8	-1	1.9	-19	-5	-49	18	2.6
COCCNC(=O)CSc1ccc(-c2nc3ccccc3[nH]2)cn1	-17	3.0	-0.4	0	0.6	1	2	11	-11	2.2
Cc1onc(-c2ccccc2Cl)c1C(=O)Nc1nnc(C(C)C)s1	3	-0.8	-0.9	-4	-1.9	3	4	-15	1	2.0
O=C(/C=C/c1cccc([N+](=O)[O-])c1)OCC(=O)N1CCN(C(=O)c2ccco2)CC1	3	-0.8	-0.6	-5	-0.4	1	-1	nt	-12	1.4

(listing goes on)
Structure	Tat export inh	Ecoli viability	CAL PDZ FP	Rtt109 Vps75	AddAB inh	DAGLB inhibitor	Wnt bcat act	PfHsp90 yeast 2	PvdQ inh	phage Ecoli inh
CCN(CC)C(=O)c1sc(NC(=O)c2c(OC)cccc2OC)c(C#N)c1C	-2	-1.5	-0.5	6	-0.1	6	-3	6	8	0.4
CCN(CC(=O)Nc1ccc2c(c1)OCCO2)c1nc(-c2cccnc2)nc2ccccc12	-12	-1.2	-2.3	-24	0.1	1	4	65	-3	0.8
CCOc1ccc(-c2c(C(=O)N/N=C/c3ccc(Cl)cc3)nnn2-c2nonc2N)cc1	-9	-1.5	-1.8	11	0.5	-1	-2	33	-14	-2.2
CCn1ncc(CN2CCN(Cc3cccc(OC)c3)C(CCO)C2)c1C (configuration not stated)	14	-0.9	2.1	1	-1.0	2	-5	13	-17	4.2
CCCCC1(C)OC(=O)C(=Cc2c[nH]c3ccccc23)C(=O)O1 (configuration not stated)	-5	0.6	-5.1	5	0.4	-1	nt	-16	-14	5.0
NC(=O)c1sc2nc(-c3ccco3)ccc2c1N	-7	1.1	-0.3	2	0.9	6	nt	nt	-8	3.6
